# Compound activity as filed in PubChem BioAssay.
# RGS8-Gao reg: regulators of human RGS8-Galphao interaction; response (percent of control binding), % at 10 µM; 220,000 compounds, 0.34% hits; multiplexed bead flow cytometry, RGS8-Galphao binding; actives lie on both sides; in the data active = response below about 60% or above about 140%; inactive = in between;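 also: Galphao activated as the GDP aluminium fluoride complex binding bead-coupled RGS8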
# Target sequence (P09471 whole entry, looked up): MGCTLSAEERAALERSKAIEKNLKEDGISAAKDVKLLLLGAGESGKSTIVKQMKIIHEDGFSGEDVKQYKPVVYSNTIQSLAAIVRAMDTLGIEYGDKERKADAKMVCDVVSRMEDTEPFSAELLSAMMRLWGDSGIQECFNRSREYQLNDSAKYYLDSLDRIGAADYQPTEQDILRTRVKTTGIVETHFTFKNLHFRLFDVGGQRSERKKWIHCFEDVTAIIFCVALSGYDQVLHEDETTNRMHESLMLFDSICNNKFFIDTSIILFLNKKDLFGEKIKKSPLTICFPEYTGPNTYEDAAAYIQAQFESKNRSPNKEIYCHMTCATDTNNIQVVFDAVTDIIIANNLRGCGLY
# Mcl1 Bid PPI: Mcl-1/Bid interaction inhibition. Q07820. TR-FRET Mcl-1/Bid-Dy647 peptide binding, 1536-well. inhibition, % at 21.7 µM. 220,000 compounds, 0.97% hits. AID 1021;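 active = compounds that cut the binding signal by more than half at the single screening dose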;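 also: His-tagged Mcl-1 with europium anti-His antibody binding Bid BH3 peptide; 0% = Mcl-1 plus peptide wells and 100% = peptide-only wells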
# RGS4-Gao reg: human RGS4-Galphao interaction regulation | P09471 | Multiplexed bead flow cytometry, RGS4-Galphao binding; actives lie on both sides | binding response (% of control), % at 10 µM | 220,000 compounds, 0.33% hits; in the data active = binding response below about 49% or above about 150%; inactive = in between;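 also: fluorescent Galphao activated with aluminum fluoride binding bead-coupled RGS4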
# Bfl-1 Bim block: disrupts Bim binding to human Bfl-1 | Q16548 | inhibition, % at 10 µM | Bead-based flow cytometry, Bim-Bfl-1 binding inhibition | 190,000 compounds, 0.12% hits;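 also: 0% = wells without compound plus tracer and 100% = blocker peptide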
# GSH bead fluor: GSH bead compound fluorescence profile; GSH beads flow cytometry, compound fluorescence 488/530 nm; stronger effect = higher value; 190,000 compounds, 0.25% hits; fluorescence (KMESF) at 10 µM; in the data active = fluorescence above about 89;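 also: glutathione beads carrying GST-tagged Bcl family fusion proteins plus one bare bead set; values are compound well signal with DMSO vehicle wells as background; inactives centre near 16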
# Bcl-B Bim block: human Bim-Bcl-B interaction inhibition. 190,000 compounds, 0.073% hits. inhibition, % at 10 µM. AID 951. bead-based flow cytometry, Bim peptide-Bcl-B binding. Q9HD36;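 also: 0% = tracer peptide without compound and 100% = reference inhibitor peptide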
# Target sequence (Q9HD36 whole entry, looked up): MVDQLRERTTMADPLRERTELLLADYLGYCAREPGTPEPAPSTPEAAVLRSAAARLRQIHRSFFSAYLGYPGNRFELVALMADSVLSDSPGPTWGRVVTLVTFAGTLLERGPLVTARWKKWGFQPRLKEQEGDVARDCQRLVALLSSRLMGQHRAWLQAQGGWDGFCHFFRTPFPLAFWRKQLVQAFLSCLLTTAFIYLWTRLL
# Bim-Bcl-XL: disrupts Bim peptide binding to human Bcl-XL. Q07817. bead flow cytometry, fluorescence. inhibition, % at 10 µM. 190,000 compounds, 0.04% hits. AID 1007
# Bcl-W Bim block: disrupts Bim peptide binding to human Bcl-W | Q92843 | bead-based flow cytometry | inhibition, % at 10 µM | 190,000 compounds, 0.02% hits | AID 952;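 also: 0% = bound tracer without compound and 100% = peptide blocker; higher means less fluorescent Bim peptide bound to Bcl-W beads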
# Target sequence (Q92843 whole entry, looked up): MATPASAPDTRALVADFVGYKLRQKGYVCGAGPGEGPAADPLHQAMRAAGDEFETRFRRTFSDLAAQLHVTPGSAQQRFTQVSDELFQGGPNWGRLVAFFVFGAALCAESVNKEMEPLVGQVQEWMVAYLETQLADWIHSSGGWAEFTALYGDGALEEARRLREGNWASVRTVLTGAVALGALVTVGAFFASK
# RGS7-Gao: modulates binding of RGS7 to human Galphao; P09471; Multiplexed bead flow cytometry; actives lie on both sides; binding response (% of control), % at 10 µM; 220,000 compounds, 0.35% hits; in the data active = binding response below about 49% or above about 150%; inconclusive = no clear call, values can overlap the other calls; inactive = in between;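 also: fluorescent Galphao held in activated GDP-AlF4 state binding bead-coupled RGS7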
# Mcl-1 Bim block: disrupts Bim peptide binding to human Mcl-1; inhibition, % at 10 µM; AID 1009; Bead-based flow cytometry, Bim peptide-Mcl-1 binding; Q07820; 190,000 compounds, 0.1% hits;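 also: 0% = no compound tracer wells and 100% = peptide blocker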
# Bcl-2 Bim block: inhibitors of Bim-Bcl-2 interaction, human; P10415; Bead-based flow cytometry, Bim peptide-Bcl-2 binding; inhibition, % at 10 µM; 190,000 compounds, 0.06% hits; AID 950; in the data active = inhibition above about 40%; inconclusive = no clear call, values can overlap the other calls;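 also: 0% = no compound wells with probe peptide and 100% = reference peptide inhibitor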
# Target sequence (P10415 whole entry, looked up): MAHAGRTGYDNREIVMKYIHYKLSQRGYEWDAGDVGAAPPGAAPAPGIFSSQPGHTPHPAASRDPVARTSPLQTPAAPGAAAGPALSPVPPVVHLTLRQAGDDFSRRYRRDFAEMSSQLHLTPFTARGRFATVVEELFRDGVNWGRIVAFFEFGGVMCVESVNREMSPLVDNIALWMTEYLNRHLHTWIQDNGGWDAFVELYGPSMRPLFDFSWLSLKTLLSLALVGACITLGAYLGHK
# * hit, by the source's call; u = inconclusive; x = no result given. Rule as the data show it, unless noted: active = inhibition above about 40%.
SMILES,RGS8-Gao reg,Mcl1 Bid PPI,RGS4-Gao reg,Bfl-1 Bim block,GSH bead fluor,Bcl-B Bim block,Bim-Bcl-XL,Bcl-W Bim block,RGS7-Gao,Mcl-1 Bim block,Bcl-2 Bim block
Brc1ccc(-n2cccc2/C=N/n2cnnc2)cc1,96,-14,94,-13,8,-8,-6,0,95,-3,-15
CCCCn1c(NC(=O)c2ccccc2Cl)c(C#N)c2nc3ccccc3nc21,99,19,104,2,13,-6,0,-1,99,0,1
CN1CCC(C(=O)N2CCCC(C(=O)c3ccc4c5c(cccc35)CC4)C2)CC1 (stereo not drawn),100,-6,101,-9,10,-6,-5,-2,102,-3,-2
Nn1c(Cc2cccc3ccccc23)nnc1SCc1c(Cl)cccc1Cl,101,-6,102,-7,9,-17,-9,-7,100,-4,-10
CCN(c1ccccc1)S(=O)(=O)c1ccc(Cl)c(C(=O)NCCc2ccc(OC)cc2)c1,101,2,98,-16,12,-8,-6,-4,98,-5,-10
COc1ccc2c(c1)C(=O)N(c1ccccc1OC)C(=O)C2(C)C,97,-16,97,-4,22,-2,-2,-1,97,2,0
Cc1cc(NC(=O)NC2CCCN2S(=O)(=O)c2ccc(Cl)cc2)no1 (stereo not drawn),102,-9,100,-14,25,-12,-1,0,96,-1,-10
Cc1ccc(N(CC(=O)NCc2ccco2)S(=O)(=O)c2ccccc2)cc1,100,-19,97,-2,24,-3,-3,-2,99,-3,-2
CCCC/C(C)=N/NC(=O)C(=O)NCCc1ccccc1,100,-23,101,-20,33,-11,-8,-2,102,-5,-12
COc1ccc2cc(/C=C3\SC(=S)NC3=O)c(N3CCOCC3)nc2c1,92,-21,104,-7,16,2,-3,-1,101,-3,18
O=C(C1CCC(=O)N1Cc1ccccc1Cl)N1CCN(c2cccc(Cl)c2)CC1 (stereo not drawn),101,x,97,0,31,-2,1,0,98,2,-1
O=C(Oc1cccccc1=O)c1ccccc1,102,-35,100,-5,26,-4,-1,0,102,-1,0
CC(=O)c1ccc(Oc2ncnc3sccc23)c(CN2CCOCC2)c1,100,-16,99,-10,14,-9,-10,-4,98,-6,-11
COc1ccc(F)cc1C(=O)C1CCCN(C(=O)CCc2ccccn2)C1 (stereo not drawn),100,-7,97,-7,13,-3,0,-3,100,-4,-5
C/C(=N/NC(=O)CNC(=O)Cc1ccccc1)c1ccco1,100,-19,100,-1,4,-6,-3,-1,98,-3,1
C=CCSC(=S)NC1CCS(=O)(=O)C1 (stereo not drawn),101,-43,100,-2,6,-2,-1,-4,100,-1,-1
Cc1cccc(Cn2c(=O)c3c(nc4n3CCN4Cc3ccco3)n(C)c2=O)c1,102,-21,101,0,23,0,2,1,110,0,0
CC(C)(C)NC(=O)c1cccc(NC(=O)c2ccco2)c1,90,-7,98,-2,99*,-4,-2,-4,95,0,-2
Cc1cccc(NC(=S)NCC2CCCO2)c1 (stereo not drawn),99,-41,100,-7,24,-7,0,-5,99,-5,-5
O=C(NCC1CCCO1)C1CCC(=O)N1CCc1ccccc1 (stereo not drawn),99,12,100,-9,15,-3,-2,2,97,0,-8
COc1ccc(NC(=O)/C(C#N)=C/c2c(C)nn(-c3ccc(F)cc3)c2Cl)cc1OC,101,12,101,0,10,-9,-5,-5,99,-6,0
CCN(CC(=O)Nc1ccc(N2CCOCC2)cc1)C(=O)c1ccc(C(F)(F)F)cc1,105,-37,103,0,13,-1,2,2,108,0,0
Cc1cccc(C(=O)NC(CC(=O)O)c2ccc(OC3CCCC3)cc2)c1[N+](=O)[O-] (stereo not drawn),101,-20,101,-3,13,1,-1,2,101,0,-2
Cc1ccsc1/C=C1\SC(N2CC(C)OC(C)C2)=NC1=O (stereo not drawn),102,-9,101,-12,9,-11,-4,-4,104,-4,-1
Cc1cc(N2CCN(c3ccccc3F)CC2)nc2cc(O)ccc12,100,11,102,0,15,0,0,-1,102,-1,2

# Given with two lines to a compound: 16 of the compounds above.
# Order of values – RGS8-Gao reg | Mcl1 Bid PPI | RGS4-Gao reg | Bfl-1 Bim block | GSH bead fluor | Bcl-B Bim block | Bim-Bcl-XL | Bcl-W Bim block | RGS7-Gao | Mcl-1 Bim block | Bcl-2 Bim block
Nn1c(Cc2cccc3ccccc23)nnc1SCc1c(Cl)cccc1Cl
    101 | -6 | 102 | -7 | 9 | -17 | -9 | -7 | 100 | -4 | -10
CCN(c1ccccc1)S(=O)(=O)c1ccc(Cl)c(C(=O)NCCc2ccc(OC)cc2)c1
    101 | 2 | 98 | -16 | 12 | -8 | -6 | -4 | 98 | -5 | -10
COc1ccc2c(c1)C(=O)N(c1ccccc1OC)C(=O)C2(C)C
    97 | -16 | 97 | -4 | 22 | -2 | -2 | -1 | 97 | 2 | 0
Cc1cc(NC(=O)NC2CCCN2S(=O)(=O)c2ccc(Cl)cc2)no1 (stereo not drawn)
    102 | -9 | 100 | -14 | 25 | -12 | -1 | 0 | 96 | -1 | -10
Cc1ccc(N(CC(=O)NCc2ccco2)S(=O)(=O)c2ccccc2)cc1
    100 | -19 | 97 | -2 | 24 | -3 | -3 | -2 | 99 | -3 | -2
CCCC/C(C)=N/NC(=O)C(=O)NCCc1ccccc1
    100 | -23 | 101 | -20 | 33 | -11 | -8 | -2 | 102 | -5 | -12
COc1ccc2cc(/C=C3\SC(=S)NC3=O)c(N3CCOCC3)nc2c1
    92 | -21 | 104 | -7 | 16 | 2 | -3 | -1 | 101 | -3 | 18
O=C(C1CCC(=O)N1Cc1ccccc1Cl)N1CCN(c2cccc(Cl)c2)CC1 (stereo not drawn)
    101 | x | 97 | 0 | 31 | -2 | 1 | 0 | 98 | 2 | -1
O=C(Oc1cccccc1=O)c1ccccc1
    102 | -35 | 100 | -5 | 26 | -4 | -1 | 0 | 102 | -1 | 0
CC(=O)c1ccc(Oc2ncnc3sccc23)c(CN2CCOCC2)c1
    100 | -16 | 99 | -10 | 14 | -9 | -10 | -4 | 98 | -6 | -11
COc1ccc(F)cc1C(=O)C1CCCN(C(=O)CCc2ccccn2)C1 (stereo not drawn)
    100 | -7 | 97 | -7 | 13 | -3 | 0 | -3 | 100 | -4 | -5
C/C(=N/NC(=O)CNC(=O)Cc1ccccc1)c1ccco1
    100 | -19 | 100 | -1 | 4 | -6 | -3 | -1 | 98 | -3 | 1
C=CCSC(=S)NC1CCS(=O)(=O)C1 (stereo not drawn)
    101 | -43 | 100 | -2 | 6 | -2 | -1 | -4 | 100 | -1 | -1
Cc1cccc(Cn2c(=O)c3c(nc4n3CCN4Cc3ccco3)n(C)c2=O)c1
    102 | -21 | 101 | 0 | 23 | 0 | 2 | 1 | 110 | 0 | 0
CC(C)(C)NC(=O)c1cccc(NC(=O)c2ccco2)c1
    90 | -7 | 98 | -2 | 99* | -4 | -2 | -4 | 95 | 0 | -2
Cc1cccc(NC(=S)NCC2CCCO2)c1 (stereo not drawn)
    99 | -41 | 100 | -7 | 24 | -7 | 0 | -5 | 99 | -5 | -5

# Returning to the listing with the two entries that preceded the break.
SMILES,RGS8-Gao reg,Mcl1 Bid PPI,RGS4-Gao reg,Bfl-1 Bim block,GSH bead fluor,Bcl-B Bim block,Bim-Bcl-XL,Bcl-W Bim block,RGS7-Gao,Mcl-1 Bim block,Bcl-2 Bim block
Cc1ccsc1/C=C1\SC(N2CC(C)OC(C)C2)=NC1=O (stereo not drawn),102,-9,101,-12,9,-11,-4,-4,104,-4,-1
Cc1cc(N2CCN(c3ccccc3F)CC2)nc2cc(O)ccc12,100,11,102,0,15,0,0,-1,102,-1,2
NC(=O)c1cc2cc([N+](=O)[O-])ccc2oc1=O,99,-6,103,-4,13,-1,0,0,u,0,-2
COc1ccc2c(c1)-c1ccccc1S(=O)(=O)N2C,100,-24,102,-4,15,0,-2,-3,104,0,-3
CCOc1ccc(NC(C)C(=O)N/N=C/c2cccs2)cc1 (stereo not drawn),104,-87,100,-2,10,-5,-4,0,102,-1,-2
O=C(NCc1ccccn1)[C@H]1C[C@@H]1[C@H](NP(=O)(c1ccccc1)c1ccccc1)c1ccccc1,100,-8,99,0,17,-4,-3,0,98,-3,0
CSc1nc(-c2ccc(C)cc2)[nH]c1S(=O)(=O)c1ccccc1,103,3,100,-2,5,0,-3,-1,99,2,0
COc1ccc2c(c1)C(c1ccc(C)o1)=NNC(c1cccnc1)=N2,104,-16,102,-4,12,-2,-1,-1,100,0,-2
COc1ccc(C)cc1S(=O)(=O)N1CCC(C)CC1,99,-8,101,-4,6,-1,-6,-5,101,-4,-5
CC(C)CC(=O)O/N=C1\C(=O)N(Cc2ccc(Cl)cc2)c2ccc([N+](=O)[O-])cc21,101,-14,98,-6,26,-9,-5,-5,101,-3,-3
O=C(CSc1nnc(NC(=O)C2CC2)s1)Nc1ccc2c(c1)OCCO2,102,-23,101,-5,10,-3,-2,-2,103,-1,-2
CSc1nc2nc(C)c(C/C=C/c3ccccc3)c(=O)n2[nH]1,100,-19,99,-1,12,1,2,1,101,1,0
CN1C(=S)SC(N(O)C(=O)Nc2cccc3ccccc23)C1(C)C (stereo not drawn),98,-13,99,2,25,-4,-2,-2,96,0,0
O=C(NCCCN1CCCC1=O)c1ccc2c(=O)n(-c3ccc(F)cc3)c(=S)[nH]c2c1,101,-23,100,-3,9,-6,-20,-13,97,-29,-5
COc1nc(-c2ccccc2)c2c(c1C#N)CC(C)(C)OC2,104,4,101,-12,46,-7,3,0,103,-1,-4
O=C(Cc1ncc(C(F)(F)F)cc1Cl)NCCc1ccccn1,102,-48,100,0,13,0,0,2,102,1,-1
Cc1ccc(-c2nn3c(C)nnc3c3ccccc23)cc1S(=O)(=O)NCCN1CCOCC1,100,-14,95,0,23,0,-2,0,91,0,1
CCn1c(C(=O)N2CCc3ccccc3C2)cc2oc3ccccc3c21,102,-20,102,-3,19,-5,-5,-3,100,-6,-4
COc1ccc(N2CCN(C(CNC(=O)OCc3ccccc3)c3ccco3)CC2)cc1 (stereo not drawn),124,-46,104,-5,17,-8,-10,-6,106,-5,-4
CCOC(=O)c1c(NC(=O)COC(=O)CNC(=O)c2ccco2)sc(C)c1C,90,-5,96,-1,14,-2,0,0,99,-1,-1
CC[C@H]1OC(=O)[C@H](C)[C@@H](O[C@H]2C[C@@](C)(OC)[C@@H](O)[C@H](C)O2)[C@H](C)[C@@H](O[C@@H]2O[C@H](C)C[C@H](N(C)C)[C@H]2O)[C@](C)(OC)C[C@@H](C)C(=O)[C@H](C)[C@@H](O)[C@]1(C)O,100,-5,99,-3,68,-2,0,-2,103,-3,-5
